MDM2 E3 inh: Mdm2 E3 ligase (human) inhibition; AID 1230; actives 0.11% (n = 210,000); cell-based MDM2 ubiquitination luciferase reporter, 2 h; 0 = plate control, 100 = twice control, blank-subtracted; signal enhancement, % at 5 µM; Q00987;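 active = signal enhancement of 30% or more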;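 also: luminescence tracks abundance of the self-degrading MDM2-luciferase fusion protein; higher signal means inhibition of MDM2 E3 ligase activity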
Target sequence (Q00987 whole entry, looked up, the tested form may be a part): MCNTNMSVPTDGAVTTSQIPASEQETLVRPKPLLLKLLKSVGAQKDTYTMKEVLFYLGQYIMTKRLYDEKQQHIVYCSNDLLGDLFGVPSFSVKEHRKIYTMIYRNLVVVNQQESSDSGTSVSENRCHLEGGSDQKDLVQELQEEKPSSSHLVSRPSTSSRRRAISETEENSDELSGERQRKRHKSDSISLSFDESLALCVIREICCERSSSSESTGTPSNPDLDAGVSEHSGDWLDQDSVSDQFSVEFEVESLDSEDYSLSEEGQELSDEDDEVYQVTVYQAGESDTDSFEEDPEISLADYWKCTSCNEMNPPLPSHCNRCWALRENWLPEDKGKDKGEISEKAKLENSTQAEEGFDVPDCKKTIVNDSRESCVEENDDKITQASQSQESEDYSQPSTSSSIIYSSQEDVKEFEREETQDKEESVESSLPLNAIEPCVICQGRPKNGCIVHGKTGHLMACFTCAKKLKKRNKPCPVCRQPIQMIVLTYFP
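Test system: stable mammalian line carrying autodegrading MDM2–luciferase fusion reporter; quantity: 2000 cells in each well; times: 4 h cell settling then 2 h compound exposure, 37 °C; detection: luminescence with SteadyLite reagent, 15 min at room temperature; evaluation: percent signal gain over controls, blank-subtracted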
p47phox inh: p47phox (human) inhibition; P14598; AID 1274; p47phox/p22phox peptide binding, fluorescence polarization, 2 h; inhibition, % at 24.7 µM; actives 0.53% (n = 220,000);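 active = inhibition above about 30%, limit read from the data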;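 also: 0% = p47phox with labelled peptide and 100% = labelled peptide alone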
TRPML3 agonist: agonists of human TRPML3 channel; AID 1448; Q8TDD5; actives 0.29% (n = 220,000); HEK293 TRPML3-YFP, Fluo-8 calcium fluorescence; 100% = the carbachol control signal; activation, % at 3 µM;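 active = activation above its plate's cutoff, the mean activation of the plate's test wells plus 3 SD, cut at about 12% in these data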;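 also: 0% = DMSO only wells and 100% = carbachol wells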
Target sequence (Q8TDD5 whole entry, looked up): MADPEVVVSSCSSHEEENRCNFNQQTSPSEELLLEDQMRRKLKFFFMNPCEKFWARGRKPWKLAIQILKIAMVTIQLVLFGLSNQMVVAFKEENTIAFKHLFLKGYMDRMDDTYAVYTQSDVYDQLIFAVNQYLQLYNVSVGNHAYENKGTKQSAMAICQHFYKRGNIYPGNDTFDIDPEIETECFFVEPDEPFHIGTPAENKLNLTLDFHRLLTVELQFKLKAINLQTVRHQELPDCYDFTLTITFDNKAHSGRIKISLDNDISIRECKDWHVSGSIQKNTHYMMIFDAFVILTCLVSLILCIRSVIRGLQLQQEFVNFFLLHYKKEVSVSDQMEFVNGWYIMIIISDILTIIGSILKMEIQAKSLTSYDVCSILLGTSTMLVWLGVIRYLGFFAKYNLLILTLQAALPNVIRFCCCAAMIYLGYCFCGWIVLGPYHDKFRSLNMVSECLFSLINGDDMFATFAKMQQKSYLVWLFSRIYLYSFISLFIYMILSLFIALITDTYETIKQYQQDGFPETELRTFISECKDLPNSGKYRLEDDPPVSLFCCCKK
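Material: TRPML3-YFP stable HEK293 cells | Dosing: One concentration, 3 µM nominal, 0.3% DMSO | Timing: 125 s total fluorescence read per well | Technique: Fluo-8 calcium dye fluorescence, ex 470-495, em 515-575 nm | Measure: Percent activation from peak-to-basal fluorescence ratio, scaled between DMSO and carbachol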
CHOP inhibitor: inhibitors of CHOP induction in ER stress response; CHO-K1 CHOP-promoter luciferase, tunicamycin-induced, 15-18 h; inhibition, % at 10 µM; actives 3.8% (n = 220,000); AID 2732;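 active = compounds that reduced the stress-induced luciferase reporter signal by more than about 70% of percent inhibition, limit read from the data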;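 also: 0% = tunicamycin plus vehicle and 100% = wells without tunicamycin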
Runt-SMMHC FRET: inhibitors of human RUNX1 Runt domain binding to CBFb-SMMHC. actives 0.74% (n = 220,000). inhibition, % at 20 µM. Cerulean-Runt/Venus-CBFb-SMMHC FRET ratio 530/480, 1 h. Q01196+Q13951;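 active = mean inhibition across duplicate retests at 20 µM reaching about 50%, limit read from the data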;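 also: 0% = DMSO wells and 100% = wells with excess untagged CBFb-SMMHC; inhibitors lower the FRET ratio by blocking Runt binding to CBFb-SMMHC; some results filed as inactive read as strong as hits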
TNF death inh: inhibitors of TNF-alpha induced necroptosis in Jurkat FADD-/- cells; Jurkat FADD-/- TNF necroptosis rescue, ATP luminescence, 24 h; 0 = TNF only, 100 = no-TNF cells; activation (protection from cell death), % at 10 µM; AID 463075; actives 0.068% (n = 220,000);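 active = activation, meaning protection from cell death, of at least 50% relative to plate controls; inactive = activation below 50%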;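 also: necroptosis triggered by 40 ng/mL TNF-alpha added together with compound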
PPC-1+TRAIL kill: compounds killing PPC-1 cancer cells with TRAIL present (potentiator screen, no TRAIL-free arm). PPC-1 cells + TRAIL, ATPLite viability luminescence. cell killing (% activity), % at 4 µM. actives 0.41% (n = 220,000);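 active = cell killing above 50% in the first pass at 4 µM, then a duplicate retest at 5 µM averaging 50% or more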;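 also: plate controls were cells with TRAIL plus DMSO for no effect and medium-only wells lacking cells for full effect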
EBV gp42 inh: EBV gp42 inhibition | Q1HVG2 | Fluorescence polarization binding assay, mP read-out | inhibition, % (tested at 21.74 µM) | actives 0.42% (n = 220,000); in the data active = inhibition above about 50%
zfTRPN1 agonist: agonists of zebrafish TRPN1 channel. HEK293 zebrafish TRPN1-YFP, Fluo-8 calcium fluorescence; 100% = response to 87 µM carbachol. actives 0.18% (n = 220,000). AID 1424. activation, % at 3 µM;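 active = activation above its plate's cutoff, the mean activation of test wells on that plate plus 3 SD, cut at about 19% in these data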;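 also: 0% = DMSO alone and 100% = 87 µM carbachol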
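Material: zebrafish TRPN1-YFP in HEK293 cells. Doses: one dose of 3 µM, 0.3% DMSO. Incubation: dye 1 h 37 °C plus 30 min RT. Measured by: intracellular calcium fluorescence with Fluo-8.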
* marks the source's active call; other numbers are inactive results; . = no result given. Random draw from the library; any-hit rate near 5.9%.

nr	compound	MDM2 E3 inh	p47phox inh	TRPML3 agonist	CHOP inhibitor	Runt-SMMHC FRET
1	CC(NC(=O)COC(=O)c1ccc2ccccc2n1)C1CC2CCC1C2 (centres undefined)	-3	1	0.6	-2	-4
2	O=C(O)C1C2C=CC(C2)C1C(=O)NCCc1ccncc1 (centres undefined)	-6	-9	0.2	20	-1
3	Cc1ccc(-c2nn(CC(=O)Nc3cccnc3)c(=O)c3ccccc23)cc1	1	-8	-0.4	30	-3
4	CC1=NN(c2nc(-c3ccc(C)cc3)cs2)C(=O)C1N=Nc1ccc(C(N)=O)cc1 (centres undefined)	-15	-10	0.5	107*	-4
5	CCNC(=O)c1ccc(NS(=O)(=O)c2ccccc2)cc1	-15	-2	0.8	44	2
6	O=C(CSc1nc2ccccc2c(=O)[nH]1)c1ccc(O)cc1O	-1	-12	0.6	29	-3
7	O=C(c1ccccc1)c1ccncc1	-19	-9	0.5	9	1
8	O=S(=O)(Nc1nc2ccccc2nc1-[n+]1ccccc1)c1ccc(Cl)cc1	-7	-8	0.6	27	2
9	CCC(C)NC(=O)C(=O)NCc1ccccn1 (centres undefined)	.	-5	0.2	3	0
10	N/C(Cc1ccc([N+](=O)[O-])cc1)=N\OC(=O)c1ccccc1F	-6	12	0.2	11	2

nr	TNF death inh	PPC-1+TRAIL kill	EBV gp42 inh	zfTRPN1 agonist
1	0.2	-3	-7	0.2
2	-0.1	40	-3	1.5
3	-3.1	3	-12	-2.5
4	-0.7	6	-3	0.3
5	-1.2	8	-30	1.6
6	-1.8	-2	3	0.8
7	-2.5	9	-10	1.7
8	0.4	8	26	-0.7
9	-0.5	-9	4	0.7
10	-0.3	13	-2	-0.8

(next part)
nr	compound	MDM2 E3 inh	p47phox inh	TRPML3 agonist	CHOP inhibitor	Runt-SMMHC FRET
11	COc1cc2c(cc1NC(=O)c1cc(-c3ccncc3)nc3ccc(C)cc13)oc1ccccc12	-4	-52	0.0	11	-3
12	CCCCNS(=O)(=O)c1ccc(NC(=O)C2CCCO2)cc1 (centres undefined)	2	2	2.0	1	2
13	Cc1ccc(-c2nc(=S)c3c(n2Cc2ccco2)CCCC3)cc1	-11	-16	0.4	35	5
14	Cc1cc(C)c2c(=O)c(C#N)coc2c1	-13	-6	-0.5	5	-3
15	CCC(CC)c1nnc(NC(=O)Cc2ccccc2[N+](=O)[O-])s1	9	-5	3.9	7	-3
16	CCOc1ncccc1C(=O)N1CCN(C(c2ccccc2)c2ccccc2)CC1	-8	-6	-0.8	29	-2
17	O=C(O)c1ccc(CN2C(=O)CSC2=S)cc1	-5	-85	4.5	22	4
18	CCN(c1ccccc1)S(=O)(=O)c1ccc(Cl)c(NC(=O)Nc2ccc(Cl)cc2C#N)c1	-2	-6	-0.3	59	6
19	COC(=O)c1ccc(CSc2nc3sc4c(c3c(=O)n2C)CCCC4)o1	-6	-11	0.8	21	-47
20	CCCCC(=O)N(CCOC)c1nnc(-c2ccccc2C)s1	-5	-6	0.9	74*	2

nr	TNF death inh	PPC-1+TRAIL kill	EBV gp42 inh	zfTRPN1 agonist
11	-0.8	14	-31	1.2
12	0.5	4	-20	1.5
13	0.4	25	0	-0.5
14	-3.5	1	-6	1.8
15	0.7	1	2	9.3
16	-1.2	2	-6	-2.9
17	-1.5	9	-1	5.8
18	2.4	-10	-9	-1.8
19	1.1	-13	-11	0.8
20	1.4	-5	-6	-1.1

Following part:
nr	compound	MDM2 E3 inh	p47phox inh	TRPML3 agonist	CHOP inhibitor	Runt-SMMHC FRET
21	Cc1cc(Br)c(S(=O)(=O)NCCN2CCOCC2)cc1C	-10	-4	0.5	29	6
22	O=C1OC(Nc2ccc(Cl)cn2)c2ccccc21 (centres undefined)	-20	1	1.3	-3	-2
23	CCC(C)Sc1nc2ccccc2c(=O)[nH]1 (centres undefined)	3	5	-0.5	11	5
24	CC(C)COC(=O)C(C)Nc1n[nH]c(=S)[nH]c1=O (centres undefined)	-10	2	0.7	-8	.
25	N#CCn1c2ccccc2c2nc3ccccc3nc21	-4	-28	-0.7	24	-13
26	CCOC(=O)CSc1nncc2ccc(OC)c(OC)c12	-16	-4	0.3	-6	1
27	O=C(Nc1cc(F)cc(F)c1)c1ccc(NCCc2ccccc2)c([N+](=O)[O-])c1	1	-9	0.6	5	-62
28	CCCNC(=O)NC(=O)CSc1ccc(C)cc1C	-6	3	-1.2	7	1
29	COc1ccccc1N=C1SC(C(=O)Nc2ccc(F)cc2)CC(=O)N1C (centres undefined)	-5	5	0.5	11	5
30	COc1ccc(-c2ccc(-c3nnn(CC(C)=O)n3)cc2)cc1	-22	-5	1.1	20	0

nr	TNF death inh	PPC-1+TRAIL kill	EBV gp42 inh	zfTRPN1 agonist
21	0.3	-18	-11	0.5
22	0.7	-3	0	0.0
23	1.6	25	-8	-1.3
24	0.6	.	-3	-1.3
25	0.5	21	-4	0.8
26	0.9	2	-2	0.1
27	1.9	6	-236	0.5
28	4.6	7	1	-3.1
29	0.7	13	-6	0.2
30	-0.9	23	-16	-0.5

(list continues)
nr	compound	MDM2 E3 inh	p47phox inh	TRPML3 agonist	CHOP inhibitor	Runt-SMMHC FRET
31	O=C(O)C1CCCN(S(=O)(=O)c2cccs2)C1 (centres undefined)	-5	-4	-0.5	-7	0
32	Cc1ccc(C2CC(c3cccs3)=NN2C(=O)c2ccco2)o1 (centres undefined)	-5	0	0.0	6	1
33	CCOC(=O)CC1C(=O)NCCN1Cc1cccs1 (centres undefined)	-22	-11	0.9	14	4
34	COc1ccc(/C=N/NC(=O)c2ccoc2C)cc1COc1ccc(Cl)cc1	-17	-12	0.6	57	1
35	COc1ccc(/C=C/C(=O)OCC(=O)Nc2ccc(N3CCOCC3)cc2)cc1	-26	11	0.9	15	-3
36	CCOc1ccc(NC(=O)C2CC(C)=C(C)CC2C(=O)O)cc1 (centres undefined)	-8	-8	0.6	40	0
37	COc1cc(NC(=O)CSc2ncccc2C(=O)OC(C)C)cc(OC)c1	0	-17	-0.4	27	1
38	COc1cc(/C=N/NC(=S)Nc2cccc(S(=O)(=O)N(C)C)c2)ccc1O	-3	-27	-1.0	1	17
39	Cc1cccc(-n2c(-c3csc(C)c3)n[nH]c2=S)c1	-19	-5	-1.1	17	27
40	Cc1ccc(CNC(=O)C2CC(=O)N(c3ccc(OCC(=O)N4CCCC4)cc3)C2)cc1 (centres undefined)	2	-13	0.6	-21	-3

nr	TNF death inh	PPC-1+TRAIL kill	EBV gp42 inh	zfTRPN1 agonist
31	-0.2	29	-19	-1.6
32	-0.2	8	-1	-0.6
33	0.1	0	-11	1.1
34	-3.8	37	-5	0.1
35	-0.3	1	0	2.0
36	0.2	-8	-1	0.9
37	1.8	-21	-21	-0.3
38	-6.8	18	-2	0.3
39	0.2	-5	-9	-0.9
40	0.7	5	-17	-0.1

10 of the compounds above, with two lines to a compound.
Results follow in this order: MDM2 E3 inh	p47phox inh	TRPML3 agonist	CHOP inhibitor	Runt-SMMHC FRET	TNF death inh	PPC-1+TRAIL kill	EBV gp42 inh	zfTRPN1 agonist
(31) O=C(O)C1CCCN(S(=O)(=O)c2cccs2)C1 (centres undefined)
  -5	-4	-0.5	-7	0	-0.2	29	-19	-1.6
(32) Cc1ccc(C2CC(c3cccs3)=NN2C(=O)c2ccco2)o1 (centres undefined)
  -5	0	0.0	6	1	-0.2	8	-1	-0.6
(33) CCOC(=O)CC1C(=O)NCCN1Cc1cccs1 (centres undefined)
  -22	-11	0.9	14	4	0.1	0	-11	1.1
(34) COc1ccc(/C=N/NC(=O)c2ccoc2C)cc1COc1ccc(Cl)cc1
  -17	-12	0.6	57	1	-3.8	37	-5	0.1
(35) COc1ccc(/C=C/C(=O)OCC(=O)Nc2ccc(N3CCOCC3)cc2)cc1
  -26	11	0.9	15	-3	-0.3	1	0	2.0
(36) CCOc1ccc(NC(=O)C2CC(C)=C(C)CC2C(=O)O)cc1 (centres undefined)
  -8	-8	0.6	40	0	0.2	-8	-1	0.9
(37) COc1cc(NC(=O)CSc2ncccc2C(=O)OC(C)C)cc(OC)c1
  0	-17	-0.4	27	1	1.8	-21	-21	-0.3
(38) COc1cc(/C=N/NC(=S)Nc2cccc(S(=O)(=O)N(C)C)c2)ccc1O
  -3	-27	-1.0	1	17	-6.8	18	-2	0.3
(39) Cc1cccc(-n2c(-c3csc(C)c3)n[nH]c2=S)c1
  -19	-5	-1.1	17	27	0.2	-5	-9	-0.9
(40) Cc1ccc(CNC(=O)C2CC(=O)N(c3ccc(OCC(=O)N4CCCC4)cc3)C2)cc1 (centres undefined)
  2	-13	0.6	-21	-3	0.7	5	-17	-0.1

New compounds follow.
nr	compound	MDM2 E3 inh	p47phox inh	TRPML3 agonist	CHOP inhibitor	Runt-SMMHC FRET
41	CCCCOC(=O)CNc1n[nH]c(=S)[nH]c1=O	-12	-9	0.6	22	-1
42	Cc1ccc(NC(=S)Nn2cnnc2)cc1	5	2	0.7	15	-1
43	Cn1c(=O)c2c(SCC(=O)N3CCOCC3)nc(C3CC3)nc2n(C)c1=O	-13	-9	-0.4	-3	4
44	COc1cc(NC(=O)C(=O)NNC(=O)C2CCCCC2)c(OC)cc1Cl	-4	-3	-0.2	85*	1
45	O=C(CN1C(=O)c2ccccc2C1=O)NCc1ccncc1	-10	-3	1.4	6	-2
46	CC1Cc2ccccc2N1S(=O)(=O)c1cccc(C(=O)NCCCn2ccnc2)c1 (centres undefined)	-11	-2	0.5	16	0
47	Cc1cc(C)n2cnnc2n1	-11	-50	1.0	2	-3
48	O=[N+]([O-])c1ccccc1CNC(Cc1ccccc1)c1ccccc1 (centres undefined)	-11	-4	-1.1	80*	6
49	Cc1cc(C)c(NC(=O)C2CCCN2C)c(C)c1 (centres undefined)	-18	-5	0.0	-1	-2
50	CC1CCCCN1C(=O)COc1ccc2ccc(=O)oc2c1 (centres undefined)	-26	-2	0.3	2	2
51	COC(=O)CCCC1=CC2=CC(=O)C(C)(OC(=O)C3CCCC3)C(=O)C2=CO1 (centres undefined)	8	-35	.	5	-12
52	Cc1ccc(-n2ncc3c(=O)n(-c4ccc(C)c(C)c4)c(-c4ccco4)nc32)cc1	-14	-37	1.1	38	1
53	CC1CN(C(=O)N2CCCCC2)CCN1C(=O)N1CCCCC1 (centres undefined)	-3	1	1.1	-7	0

nr	TNF death inh	PPC-1+TRAIL kill	EBV gp42 inh	zfTRPN1 agonist
41	0.1	4	-5	2.4
42	0.1	13	-12	0.4
43	-0.2	2	-15	0.6
44	1.0	23	-4	-0.5
45	1.7	-6	-9	0.4
46	1.8	1	1	1.6
47	1.3	2	-11	1.6
48	3.2	-1	1	-2.1
49	-1.1	2	-6	1.0
50	0.7	20	7	1.1
51	-0.2	22	11	.
52	2.5	24	-12	-0.5
53	-0.4	13	-16	1.1

Assay outcomes deposited in PubChem by several laboratories.
